PfHsp40 rescue: rescue of yeast from PfHsp40 toxicity, primary screen, S. cerevisiae, ATP luminescence | S. cerevisiae expressing PfHsp40, growth rescue | growth rescue, % at 12.5 µM | 340,000 compounds, 0.68% hits | AID 504582, 2011; in the data active means growth rescue above about 28%, passing the limit was not always enough; inconclusive means no clear call, values can overlap the other calls;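 further: yeast W303a lacking pdr1 and pdr3 grown in galactose medium; growth measured after three days at 30 °C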
Mtb BioA inh: M. tuberculosis BioA enzyme inhibitors, primary screen, biochemical, plate reader, single point, HTS; 7,8-diaminopelargonic acid synthase BioA (Mycobacterium tuberculosis); purified M. tuberculosis BioA enzyme; inhibition, % at 9.99 µM; AID 602481, 2012; 360,000 compounds, 0.096% hits; in the data active means inhibition above about 40%; inconclusive means no clear call, values can overlap the other calls
TcdB GH inh: TcdB glycohydrolase inhibitors, primary screen, biochemical, single point, plate reader. Toxin B (Clostridioides difficile), P18177. TcdB glycohydrolase enzymatic assay. inhibition, % at 9.99 µM. 350,000 compounds, 0.24% hits. AID 652162, 2013; in the data active means inhibition above about 10%
BH1578 lux ind: inducers of Vibrio cholerae quorum light production without autoinducers, primary screen, BH1578 luxS cqsA deficient, single point; V. cholerae BH1578 lux reporter, luminescence, 6 h; activation, % at 18.7 µM; 350,000 compounds, 0.16% hits; in the data active means activation mostly above about 9.7%, no sharp cut-off; inconclusive means no clear call, values can overlap the other calls; inactive means mostly below about 3.7%; further: not every result past the cut was called active; inactives centre near 0; reference of the scale not given here
FBA Mtb inh: Mtb FBA enzyme inhibitors, primary screen, biochemical, fluorescence, strain H37Rv; 360,000 compounds, 2.3% hits; purified M. tuberculosis FBA, fluorescence read-out; AID 588726, 2011; inhibition, % at 1 µM; in the data active means inhibition above about 27%;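 further: 0% = vehicle and 100% = reference inhibitor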
Target sequence (P9WQA3 whole entry, looked up): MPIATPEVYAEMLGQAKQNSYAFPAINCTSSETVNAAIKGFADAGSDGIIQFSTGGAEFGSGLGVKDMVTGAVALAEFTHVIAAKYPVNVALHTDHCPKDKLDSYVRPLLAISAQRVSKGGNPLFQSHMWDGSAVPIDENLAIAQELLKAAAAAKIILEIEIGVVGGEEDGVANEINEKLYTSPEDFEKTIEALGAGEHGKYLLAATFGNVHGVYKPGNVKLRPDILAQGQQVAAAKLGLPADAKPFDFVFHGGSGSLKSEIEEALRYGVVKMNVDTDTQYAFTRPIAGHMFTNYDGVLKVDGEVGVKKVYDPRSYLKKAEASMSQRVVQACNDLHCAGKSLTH
Y pestis TopoI: Yersinia pestis topoisomerase I inhibitors, primary screen, biochemical, cleavage product accumulation, plate reader, single point; 360,000 compounds, 0.064% hits; Y. pestis Topo-I cleavage product accumulation; activity, % at 10 µM; in the data active means activity above about 50%, passing the limit was not always enough; inconclusive means no clear call, values can overlap the other calls; further: inactives centre near 2
UGM FP inh: M. tuberculosis UGM enzyme inhibitors, primary screen, biochemical, fluorescence polarization, single point. UDP-galactopyranose mutase (Mycobacterium tuberculosis (strain ATCC 25618 / H37Rv)), …. purified UGM, fluorescence polarization probe displacement. inhibition, % at 10 µM. 320,000 compounds, 0.06% hits. AID 504406, 2011; in the data active means inhibition above about 10%, passing the limit was not always enough; inconclusive means no clear call, values can overlap the other calls
Target sequence (P9WIQ1 whole entry, looked up): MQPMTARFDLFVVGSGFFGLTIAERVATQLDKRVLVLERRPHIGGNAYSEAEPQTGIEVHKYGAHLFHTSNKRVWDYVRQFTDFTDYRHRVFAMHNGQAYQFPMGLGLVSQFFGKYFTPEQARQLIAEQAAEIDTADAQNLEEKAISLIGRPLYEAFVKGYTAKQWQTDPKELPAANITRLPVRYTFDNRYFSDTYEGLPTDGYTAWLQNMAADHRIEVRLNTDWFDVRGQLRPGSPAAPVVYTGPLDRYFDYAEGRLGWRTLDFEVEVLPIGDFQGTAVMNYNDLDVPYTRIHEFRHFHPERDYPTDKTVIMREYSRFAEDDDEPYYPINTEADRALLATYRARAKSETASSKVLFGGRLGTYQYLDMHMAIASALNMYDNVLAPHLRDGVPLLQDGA
FadD28 FP inh: inhibitors of FadD28 bisubstrate probe binding, primary screen, biochemical, fluorescence polarization, single point. inhibition, % at 12.5 µM. 360,000 compounds, 0.22% hits. AID 588549, 2011; in the data active means inhibition above about 8.5%, passing the limit was not always enough; inconclusive means no clear call, values can overlap the other calls
GDH-TPI counter: GDH-TPI coupling enzyme inhibitors, primary screen, artefact control for M. tuberculosis FBA inhibitor project, biochemical, absorbance, full deck. GDH-TPI coupled enzyme counterscreen, NADH absorbance. inhibition, % at 4.8 µM. 360,000 compounds, 1.2% hits; in the data active means inhibition above about 30%;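 further: 0% = DMSO wells and 100% = wells lacking the enzyme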
* hit, by the source's call; i = inactive; ? = inconclusive; / = no result given.

molecule,PfHsp40 rescue,Mtb BioA inh,TcdB GH inh,BH1578 lux ind,FBA Mtb inh,Y pestis TopoI,UGM FP inh,FadD28 FP inh,GDH-TPI counter
O=C(OCc1cccc(C(F)(F)F)c1)c1cc([N+](=O)[O-])ccc1N1CCOCC1,11,3.9,4.9,i,-2,33,0.3,0.2,9
Cc1cccc(N2CCN(C(=O)CCc3nc4ccccc4c(=O)[nH]3)CC2)c1C,0.3,0.2,0.8,-0.8,-2,-3,-1.7,-5.0,-15
CCOc1ccc(C2c3cc(OC)c(OC)cc3CC(=O)N2c2ccccc2)cc1 (stereo not drawn),0.8,3.8,/,-1.7,3,0,1.5,-1.6,-3
COc1ccc(CP(=O)(c2ccccc2)c2ccccc2)cc1,0.3,0.5,-0.1,0.4,1,4,2.8,1.3,11
NS(=O)(=O)c1ccc(CNC(=S)NCc2ccc(F)cc2)cc1,-0.6,2.6,0.6,-0.8,-5,-11,0.0,-4.4,-2
CC(=O)Nc1cccc(-c2csc(NCc3ccco3)n2)c1,-1.9,-2.3,/,-0.4,1,8,0.8,-2.0,1
CNC(=O)/C(C#N)=C/c1ccc(-c2nc3ccccc3s2)o1,/,-2.3,1.2,-0.9,-1,7,5.4,0.7,15
Cc1nnc(SCCN2CCOCC2)c2nn(-c3ccccc3F)c(C)c12,0.2,9.1,/,-0.5,1,-3,/,-1.0,1
Nn1c(SCC(=O)Nc2ccc3c(c2)OCO3)nnc1C1CCCCC1,-0.7,/,/,3.6,-1,-1,0.2,-1.6,13
Brc1ccc(-c2ccc(/C=N/Nc3nncc(-c4ccccc4)n3)o2)cc1,0.5,-2.6,/,-0.3,7,8,5.9,-2.2,2
COCCN(C(=O)CCC(=O)Nc1cc(C)on1)C(C(=O)NC(C)(C)C)c1ccccc1Cl (stereo not drawn),0.1,-0.3,1.2,-0.2,0,0,-3.8,/,1
CSc1cccc(CN2CCN(Cc3ccc(F)c(F)c3)C(CCO)C2)c1 (stereo not drawn),-1.0,/,0.4,0.2,2,2,-1.8,0.0,3
O=C(NCc1ccccc1)C(c1cccs1)N(C(=O)c1csnn1)C1CC1 (stereo not drawn),0.2,2.1,/,-6.2,-2,7,-0.3,-3.1,-13
COCCN(C(=O)CC(C)(C)C)c1nnc(-c2cccnc2)s1,1.1,/,/,-0.5,-2,5,-3.9,-0.2,9
Cc1ccccc1CSCC(=O)NC(=O)NC(C)(C)C,0.2,0.5,/,-0.4,-3,-6,0.8,-3.0,-8
COc1cccc(-c2ccc3nccn3c2)c1,/,6.3,-2.6,-1.2,4,-2,/,-3.5,2
Cc1ccc(-n2ncc3c(NNC(=O)c4ccco4)ncnc32)cc1C,-0.7,-0.3,0.2,i,2,1,-0.9,-3.3,2
CSCCC(NC(=O)c1ccccc1Cl)C(=O)NCc1ccncc1 (stereo not drawn),-1.6,-0.6,0.7,i,-3,3,-1.0,-3.7,3
Cc1ccc(-c2nc(CS(=O)CC(=O)NCCN3CCOCC3)c(C)o2)cc1 (stereo not drawn),2.1,-3.8,6.5,-1.1,1,8,-0.5,-2.4,3
CS(=O)(=O)N1CCN(C(=S)NCc2ccc(Cl)cc2)CC1,-0.5,-3.0,-0.7,0.4,3,-2,-0.3,-1.9,7

Just UGM FP inh, TcdB GH inh and PfHsp40 rescue, for some of the entries so far:
| structure | UGM FP inh | TcdB GH inh | PfHsp40 rescue |
| --- | --- | --- | --- |
| Cc1nnc(SCCN2CCOCC2)c2nn(-c3ccccc3F)c(C)c12 | / | / | 0.2 |
| CS(=O)(=O)N1CCN(C(=S)NCc2ccc(Cl)cc2)CC1 | -0.3 | -0.7 | -0.5 |
| O=C(NCc1ccccc1)C(c1cccs1)N(C(=O)c1csnn1)C1CC1 (stereo not drawn) | -0.3 | / | 0.2 |

Continued:
molecule,PfHsp40 rescue,Mtb BioA inh,TcdB GH inh,BH1578 lux ind,FBA Mtb inh,Y pestis TopoI,UGM FP inh,FadD28 FP inh,GDH-TPI counter
C/C(=N\NC(=O)c1cc(Cl)ccc1O)c1ccc(Br)s1,-1.3,/,/,i,1,-1,-0.8,-2.7,10
COC(=O)c1ccc(CSc2nnc(CNC(=O)c3ccccc3F)o2)o1,1.9,4.8,/,i,2,7,0.8,-3.2,9
CCN(CC)S(=O)(=O)c1ccc(OC)c(NS(=O)(=O)c2ccc(F)cc2)c1,-1.2,-0.8,/,-0.6,2,-5,-2.2,-1.6,13
O=C(c1cc(C2CC2)nn1-c1ccccc1)N1CCN(c2ccccc2O)CC1,1.2,-0.9,-3.3,-0.2,3,13,0.5,-3.5,7
O=C(c1cc(-c2ccc(Cl)c(Cl)c2)on1)N1CCOCC1,-1.7,0.1,1.1,-0.4,-4,-6,-1.5,/,-13
N#CC1(C#N)OC12CCS(=O)(=O)c1ccccc12 (stereo not drawn),-1.3,/,1.1,i,-2,-11,/,-2.0,-6
Cn1cc(Cl)nc1C(O)c1ccccc1 (stereo not drawn),-0.8,/,1.2,0.3,1,-10,2.4,0.6,-1
COc1cccc(C(N)=O)c1OC(=O)Cc1ccccc1F,-1.7,-1.2,-0.5,-0.4,0,-9,-2.6,-2.4,-3
CC1=NNC(=O)C1CC(=O)N/N=C/C(C)=C/c1ccccc1 (stereo not drawn),0.0,/,-0.2,-0.3,-5,5,0.4,-0.1,4
Cc1ccc(S(=O)(=O)c2cc(OC(=O)c3ccco3)ccc2OC(=O)c2ccco2)cc1,-1.5,/,/,i,-1,25,-1.4,-1.5,6
COc1ccc(-c2csc(NC(=O)c3ccc(S(=O)(=O)N4CCc5ccccc5C4)cc3)n2)cc1,-1.0,/,1.5,-0.3,0,-3,0.1,-0.6,7
CC(=O)NCCc1nc2cc(NC(=O)COc3cccc(C)c3)ccc2n1C,0.1,-0.4,0.9,-0.5,2,6,-3.0,-1.2,0
CC(C)OC(=O)N(C)c1ccc(C(O)(C(F)(F)F)C(F)(F)F)cc1,1.0,/,/,-7.1,-2,-7,-0.6,-3.1,0
Fc1cccc(CCN2C(=S)NC[C@@H]2Cc2ccccc2)c1,2.4,1.6,-0.2,-0.2,-1,34,2.2,-6.3,-8
CCc1ccc2c(c1)C(c1ccncc1)=NNC(c1ccccc1)=N2,1.6,/,1.1,i,2,2,1.5,-6.6,10
CC(C)C[C@H]1CN=C(Nc2ccccc2)N1CC1CCCC1,-1.3,-0.8,-1.0,-0.4,0,19,-4.3,1.0,-11
CC(C)CSc1nc(N2CCOCC2)c2c(c1C#N)CC(C)(C)SC2,1.1,-1.7,/,i,3,27,3.7,1.1,2
Cc1ccccc1OCC(=O)N/N=C/c1ccc(N2CCOCC2)o1,0.8,-1.0,0.3,-0.6,4,21,-0.5,0.2,15
Cc1cccc(C)c1-n1nnnc1C(C1CC1)N1CCN(C/C=C/c2ccccc2)CC1 (stereo not drawn),/,1.9,1.2,/,-1,/,/,-0.7,/
COc1ccc(C(=Cc2ccccc2[N+](=O)[O-])C(=O)O)cc1,0.5,/,3.2,-8.4,2,-1,/,1.0,17
Cc1cc(C)n2c(SCC(=O)Nc3cccc(S(N)(=O)=O)c3)nnc2n1,-1.3,0.2,-0.1,0.8,-1,8,-5.2,-2.9,10
COc1ccc2nc(SCc3cccc(C)c3)nc(C)c2c1,-1.3,/,/,-2.1,14,44,/,0.5,8
CC(NC(=O)CSc1nc2ccc(N)cc2s1)c1ccccc1 (stereo not drawn),0.8,/,/,-0.3,2,-20,6.3,-3.8,1
CC[C@@H]1Cc2cc(O)ccc2C2=C1c1ccc(O)cc1C[C@H]2CC,8.1,-0.1,0.5,i,89*,-14,-0.4,?,18
Cc1cc(C(=O)CN2C(=O)NC(C)(CC(C)C)C2=O)c(C)n1-c1ccc2c(c1)OCO2 (stereo not drawn),12,-1.3,0.0,-0.9,1,19,0.8,-0.1,5
CCNC(=O)c1ccc(CSc2nc3ccccc3s2)cc1,0.7,-1.0,-1.0,-4.5,-2,40,-0.5,-8.7,-6
O=C(CSc1ccc(Br)cc1)NC1CCCCCC1,0.1,-7.9,-0.7,i,3,1,2.1,-0.6,16
O=C(CCN1C(=O)C2CC=CCC2C1=O)Nc1cccc(Cl)c1 (stereo not drawn),-0.8,-2.9,0.8,1.9,-1,-9,-2.5,-3.2,-10
Cn1c(=O)c2c(ncn2CCOc2ccc(Br)cc2)n(C)c1=O,-1.1,4.6,1.3,-0.2,-2,3,2.2,-2.0,-6
COC(=O)c1c(NC(=O)c2ccccc2[N+](=O)[O-])sc2c1CC(C)(C)NC2(C)C,1.9,/,1.1,-0.2,1,-8,-0.4,-2.9,5
COc1ccc(C(C(=O)NC2CCCC2)N(Cc2ccco2)C(=O)c2snc(C(N)=O)c2N)cc1OC (stereo not drawn),-0.7,-2.8,0.8,-3.6,6,21,-0.6,0.1,8
CCN(c1cccc(C)c1)S(=O)(=O)c1csc(C(N)=O)c1,-0.9,0.1,-0.9,-1.2,-1,2,-2.1,-3.2,3
CSCc1ccc(C(=O)NCCSc2ccc(Br)cc2)cc1,1.2,0.9,-2.1,-1.3,2,19,-6.6,-5.9,-12
CC(C)OC(=O)CSc1nnc(-c2cnccn2)n1Cc1ccco1,-1.3,/,/,i,-1,-8,3.0,-3.4,0
Nc1cc(Cl)ccc1C(=O)OCC(=O)N1CCCCCC1,0.0,0.3,0.5,3.2,60*,0,0.2,-1.5,8
Cc1nc(NC(=O)CSc2nnc(-c3ccccc3)c(-c3ccccc3)n2)c(Cl)cc1Cl,-1.7,-7.8,/,-0.2,1,-9,-1.2,-2.2,11
Cc1ccc(CNC(=O)C2CCCN(S(=O)(=O)c3cccc4nonc34)C2)cc1 (stereo not drawn),5.4,-2.7,0.8,-0.4,-1,33,0.4,-1.4,3
CN(Cc1cccc(F)c1)C(=O)c1ccc(NS(=O)(=O)c2ccc3[nH]c(=O)[nH]c3c2)cc1,-0.5,/,3.1,-0.3,5,-8,0.8,-4.8,8
Cc1cc(N2CCN(C)CC2)nc2ccccc12,0.6,-1.3,-1.6,-1.5,8,-10,0.4,1.4,23
c1ccc2nc(-c3nc4ccccc4[nH]3)ccc2c1,-1.9,-0.4,/,2.5,23,0,-0.5,2.1,36*
C/C(=N/NC(=O)c1ccc2nc[nH]c2c1)c1cccs1,-0.5,/,-1.7,-0.4,1,-2,-0.1,-1.2,18
C=C1CCN(C(C(=O)OC)C(C)C)S(=O)(=O)c2ccc(F)cc21 (stereo not drawn),0.7,-0.9,0.7,i,2,2,-1.1,-0.4,11
COc1ccc2c(c1OC)C(=O)OC2C1c2cc3c(cc2CCN1C)OCO3 (stereo not drawn),0.2,23,-2.4,-1.6,1,9,-0.9,0.4,5
CCOC(=O)Cc1csc(NC(=O)c2sc3nc4ccc(CC)cc4cc3c2N)n1,0.1,-3.3,-0.7,2.8,3,-11,1.5,-0.4,11
O=S(=O)(c1ccccc1)N1CCN(C(=S)NC2CCCC2)CC1,0.6,1.8,1.4,-2.3,1,-2,-0.4,-1.2,10
Cc1ccsc1/C=N/Nc1nc2ccccc2[nH]1,-0.2,-0.6,2.9,-0.6,5,-4,/,3.4,32*
CC(C)OC(=O)Nc1ccc2c(c1)N(C(=O)CCN1CCN(CCO)CC1)c1ccccc1CC2,-1.2,-1.2,1.1,-0.3,3,1,3.4,-0.3,2
